tim23-1 inh: tim23-1 yeast growth inhibition. S. cerevisiae tim23-1 growth, BacTiter-Glo luminescence, 24 h. inhibition, % at 20 µM. actives 1.3% (n = 330,000). AID 463212;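 active = growth inhibition of the mutant yeast at or above 50%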;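 note: temperature-sensitive mutant grown at 25 °C; plate controls were DMSO-treated mutant yeast for no effect and medium wells lacking yeast for full effect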
APJ agonist: agonists of human APJ apelin receptor; P35414; CHO-K1 APJ PathHunter beta-arrestin, luminescence; 0% DMSO wells, 100% apelin; activation, % at 20 µM; actives 0.11% (n = 330,000);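 active = activation more than six SD over the plate average, tested at 20 µM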;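 note: 0% = DMSO alone and 100% = apelin-13 at 10 nM; some results filed as inactive read as strong as hits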
Target sequence (P35414 whole entry, looked up): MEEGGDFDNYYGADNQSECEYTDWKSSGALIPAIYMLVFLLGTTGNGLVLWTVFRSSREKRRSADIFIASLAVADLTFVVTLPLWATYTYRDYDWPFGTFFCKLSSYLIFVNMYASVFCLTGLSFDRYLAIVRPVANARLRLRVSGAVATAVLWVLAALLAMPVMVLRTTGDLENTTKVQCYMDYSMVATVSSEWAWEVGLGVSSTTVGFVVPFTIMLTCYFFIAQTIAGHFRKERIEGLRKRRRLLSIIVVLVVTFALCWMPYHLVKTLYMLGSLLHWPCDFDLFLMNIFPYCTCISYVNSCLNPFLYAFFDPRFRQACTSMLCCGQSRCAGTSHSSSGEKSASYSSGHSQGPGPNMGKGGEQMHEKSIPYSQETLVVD
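Test system: CHO-K1 APJ beta-arrestin complementation cell line. Amount: cell density 1000 per well. Controls: DMSO negative, 10 nM Apelin-13 positive. Signal: luminescent beta-gal fragment complementation, chemiluminescent substrate. Read-out basis: agonist-driven arrestin binding to APJ. Timing: compound stimulation 90 min at 25 °C, detection 60 min.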
APJ antagonist: APJ receptor antagonism. P35414. CHO-K1 APJ beta-arrestin complementation, luminescence. inhibition, % at 20 µM. actives 0.32% (n = 330,000);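 active = inhibition above about 40% at 20 µM, limit read from the data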;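 note: cells challenged with 10 nM apelin-13 agonist together with compound; plate controls were apelin-13 plus DMSO wells for no effect and DMSO wells lacking apelin-13 for full effect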
MPTP inh: blocks calcium-induced mitochondrial swelling. isolated mouse mitochondria, Ca2+ swelling absorbance, 30 min. inhibition, % at 10 µM. actives 1.4% (n = 360,000);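 active = inhibition of 50% or more, scaled per plate between neutral and stimulator controls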;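 note: 0% = DMSO wells given calcium and 100% = 1 mM EGTA wells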
beta cell repl: induces beta-cell replication in MIN6 cells. MIN6 cells proliferation, ATPlite luminescence, 48 h; cells starved in 0.2% serum; 100% = growth in 10% serum. proliferation, % at 10 µM. actives 0.29% (n = 330,000). AID 2380;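 active = compounds whose signal lies at least 3.5 SD above the mean of all wells on their plate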;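 note: 0% = DMSO-treated cells in low-serum medium and 100% = 10% serum control; some compounds called inactive have numbers as strong as hits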
TIM10 inh: inhibits growth of TIM10 yeast strain; S. cerevisiae TIM10 strain growth, BacTiter-Glo luminescence, 24 h; inhibition, % at 10 µM; actives 1.4% (n = 330,000); AID 463195;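 active = inhibition of 40% or more at the single tested concentration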;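 note: wild-type TIM10 isogenic control strain grown at permissive 25 °C; 0% = DMSO yeast wells and 100% = minimal medium wells without yeast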
GRIN3A LBD mod: NR3A (human) ligand-binding domain modulation; NR3A LBD differential scanning fluorimetry, Tm shift; 0% = protein alone, 100% = glycine-bound protein; Tm shift relative to glycine control, % at 25 µM; actives 2.5% (n = 340,000);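 active = melting temperature shift of at least 10% of the positive control shift, at one fixed dose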
NALP3 yeast inh: NALP3 inhibition in yeast; Yeast reconstituted NLRP3/ASC/caspase-1, beta-gal luminescence, 24 h; inhibition, % at 10 µM; actives 0.39% (n = 330,000);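 active = inhibition of 50% or more; inactive = inhibition below 50%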;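 note: plate controls were induced DMSO wells for no effect and uninduced yeast grown without galactose for full effect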
tim10-1 inh: inhibits growth of tim10-1 mutant yeast; S. cerevisiae tim10-1 ts strain growth, BacTiter-Glo, 24 h; inhibition, % at 20 µM; actives 2.2% (n = 330,000); AID 463190;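 active = inhibition of at least 40%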;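 note: mutant grown at 25 °C; 0% = DMSO wells with yeast and 100% = wells holding no yeast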
* marks the source's active call; other numbers are inactive results.

SMILES | tim23-1 inh | APJ agonist | APJ antagonist | MPTP inh | beta cell repl | TIM10 inh | GRIN3A LBD mod | NALP3 yeast inh | tim10-1 inh
O=Cc1cnc(N2CCN(c3ccccc3)CC2)s1 | 10 | -3 | 4 | -0.9 | -1 | 2 | 0 | 15 | 4
CCCCCCCN1C2=NCCCN2c2ccccc21 | -3 | -1 | 5 | 0.0 | -5 | 26 | -1 | 10 | 0
Nc1ncnc2c1ncn2C1CCCO1 (stereo not given) | -2 | 0 | -14 | -3.2 | -2 | 14 | 1 | 25 | 21
Cc1nc(-c2ccc(S(=O)(=O)N3CCCCCC3)cc2)cs1 | -2 | -3 | 13 | 0.5 | -1 | 12 | -1 | 18 | 17
c1ccc(OCCCN2CCCC2)cc1 | 19 | -4 | -17 | -0.7 | 0 | -8 | 2 | -2 | 11
Cc1c(NC(=S)Nc2ccc(Cl)cc2)c(=O)n(-c2ccccc2)n1C | 8 | -2 | 21 | -1.8 | 0 | 8 | -1 | 5 | 3
O=C(c1cccc(-c2ccccc2)c1)N1CC[C@@H](N2CCC(O)CC2)[C@H](O)C1 | 2 | -1 | 12 | -0.7 | -2 | -6 | 1 | 15 | -13
O=C(NCCC1=CCCCC1)C1CCC(=O)N(Cc2ccc(Cl)cc2)C1 (stereo not given) | 14 | -4 | 18 | -0.8 | 0 | 13 | 1 | 7 | 2
COc1ccc(CCNC(=O)c2cc(COc3c(F)cccc3F)on2)c(OC)c1 | 7 | -2 | -8 | 0.9 | 1 | -4 | 2 | 18 | 15
CC(C)c1ccc(NC(=O)CN2C(=O)c3ccccc3S2(=O)=O)cc1 | 28 | -3 | 21 | 0.3 | -2 | 21 | -4 | 21 | 17
COc1ccc(CC2CC(=O)N(c3ccc(C)cc3)C2=O)cc1 (stereo not given) | 13 | 0 | 5 | 0.7 | 0 | -4 | 2 | 16 | 18
O=C(CSc1nnnn1-c1cccnc1)NCc1cccs1 | 9 | -3 | 3 | -0.2 | 0 | 4 | 1 | 7 | 13
O=C(COc1ccc(Cl)cc1)NCCN1CCCC1 | -15 | -2 | 12 | -1.4 | -2 | -1 | 2 | 32 | -9
COc1cc(NS(=O)(=O)c2ccc(NC(=S)NC(=O)/C=C/c3ccc(F)cc3)cc2)ncn1 | -33 | -7 | 7 | 10 | 2 | -28 | -3 | -14 | -10
COc1ccc(N=Cc2oc3ccc4ccccc4c3c2O)cc1 | -11 | -3 | -3 | 0.3 | -4 | -2 | 15* | 16 | -5
CC(=O)NCCOC(=O)Nc1sc(=S)n(C)c1C | 2 | -4 | -23 | -1.0 | 0 | 8 | 0 | 12 | 7
C/C(=N\NS(=O)(=O)c1ccc([N+](=O)[O-])cc1)c1ccc(NC(=O)c2ccco2)cc1 | 9 | -1 | 16 | -0.7 | -2 | 9 | -7 | 8 | 11
CCn1nc(NS(=O)(=O)c2ccc([N+](=O)[O-])cc2)c2cc3cc(C)ccc3nc21 | 27 | 5 | 5 | 1.9 | -3 | 14 | -2 | 19 | 5
CN1CCN(c2ccc(S(=O)(=O)N3CCOCC3)cc2NC(=O)COc2ccc(F)cc2Cl)CC1 | 2 | 0 | -7 | -0.4 | -5 | 9 | -2 | 5 | 7
Cc1ccc(/C([O-])=C(/C(=S)Nc2ccc(SC(F)F)cc2)[n+]2ccccc2)cc1[N+](=O)[O-] | 22 | -4 | -2 | 64* | -5 | 16 | 1 | 16 | 23

Reprinted from the part before: 2 compounds, followed by the next part.
SMILES | tim23-1 inh | APJ agonist | APJ antagonist | MPTP inh | beta cell repl | TIM10 inh | GRIN3A LBD mod | NALP3 yeast inh | tim10-1 inh
CN1CCN(c2ccc(S(=O)(=O)N3CCOCC3)cc2NC(=O)COc2ccc(F)cc2Cl)CC1 | 2 | 0 | -7 | -0.4 | -5 | 9 | -2 | 5 | 7
Cc1ccc(/C([O-])=C(/C(=S)Nc2ccc(SC(F)F)cc2)[n+]2ccccc2)cc1[N+](=O)[O-] | 22 | -4 | -2 | 64* | -5 | 16 | 1 | 16 | 23
CC(C)Oc1ccc(CNC2CCOC(C)(C)C2)cc1 (stereo not given) | -11 | -5 | -4 | -2.1 | -2 | -15 | 5 | 28 | -12
COc1ccc(N2C(=O)CC(NNC(=O)c3cccnc3)C2=O)cc1 (stereo not given) | -5 | 1 | 11 | 0.5 | -3 | 16 | 1 | 10 | 0
O=C(Nc1ccc(S(=O)(=O)Nc2nccs2)cc1)c1cnc(Cl)c(Cl)c1 | 3 | -7 | 9 | -0.6 | -5 | -14 | 3 | 16 | -2
CC(C)(C)c1ccc(-n2ncc3c2CCCC3NC(=O)CCn2cncn2)cc1 (stereo not given) | -3 | 1 | -12 | -0.4 | -3 | 3 | -7 | 7 | -14
CCC(C)c1ccccc1N=Cc1ccc2c(c1)OCO2 (stereo not given) | 10 | -2 | -9 | 71* | 0 | 0 | 1 | 21 | 14
CCOc1ccc2ccccc2c1/C=N/n1cncn1 | 17 | 4 | -16 | 0.0 | -2 | 13 | -1 | 18 | 11
Cc1csc(NC(=O)c2nc3nc(C)cc(C)n3n2)n1 | 5 | -2 | 2 | -1.4 | -1 | -2 | 1 | 5 | 3
O=C(Nc1ccc(-c2nc3ccccc3[nH]2)cc1)c1ccco1 | 44 | 9 | -28 | -0.4 | -3 | 22 | 35* | 19 | 17
COc1ccc(NC(=O)c2cc3c(Cl)nc4ccccc4c3s2)cc1OC | 7 | 1 | 0 | 7.4 | -3 | 3 | 6 | 19 | 8
CC(=O)Nc1cccc(C(=O)Nc2ccc(S(=O)(=O)NC3=NCCCCC3)cc2)c1 | -13 | 0 | 27 | -2.4 | -3 | -2 | 1 | 13 | -22
CC12CCC(C(=O)NCC3CCCO3)(OC1=O)C2(C)C (stereo not given) | 6 | -2 | 11 | 0.4 | -1 | 2 | 0 | 8 | -2
O=c1c([N+](=O)[O-])c(N2CCOCC2)c2ccccc2n1-c1ccccc1 | -11 | -5 | 1 | 0.0 | 0 | 2 | -2 | 12 | -5
O=C(O)CSC1c2ccccc2C(=O)N1Cc1ccccc1 (stereo not given) | 14 | -3 | -3 | -2.9 | -3 | 12 | 1 | 14 | 6
COC(=O)C(Cc1ccccc1)NC(=O)CNC(=O)c1ccccc1OC (stereo not given) | 2 | 0 | -21 | -1.2 | -2 | 8 | 2 | 28 | 4
Cc1cc(C)n(-c2nc3ccccc3nc2N2CCN(C(=O)c3ccc(F)cc3)CC2)n1 | 35 | 0 | 12 | 0.9 | -1 | 9 | 2 | 14 | 25
CC(=O)c1ccc(S(=O)(=O)N2CCNC(=O)C2)cc1 | -5 | -3 | 5 | -0.8 | -2 | -6 | 0 | 5 | -2
CC(C)c1ccc(C2(C)NC(=O)N(CC(=O)NC3CCCC(C)C3C)C2=O)cc1 (stereo not given) | 16 | -1 | -1 | -0.4 | -7 | 17 | -1 | 14 | 17
N#Cc1c2n(c3c(=O)n(Cc4ccccc4)cnc13)CCCC2 | 26 | 0 | 3 | -2.1 | -3 | -3 | -2 | 7 | 24
O=C(NCc1ccco1)c1nn(-c2ccccc2)c(=O)c2ccccc12 | 25 | -1 | -9 | 2.3 | -2 | 8 | -4 | 8 | 27
CC(=NNC(=O)c1cccc(S(=O)(=O)N2CCOCC2)c1)c1ccc(Cl)cc1 | 17 | -5 | 8 | 0.8 | -1 | -4 | 2 | 18 | 8

Quoted at random: 7 records from the list.
SMILES | tim23-1 inh | APJ agonist | APJ antagonist | MPTP inh | beta cell repl | TIM10 inh | GRIN3A LBD mod | NALP3 yeast inh | tim10-1 inh
CCOc1ccc2ccccc2c1/C=N/n1cncn1 | 17 | 4 | -16 | 0.0 | -2 | 13 | -1 | 18 | 11
C/C(=N\NS(=O)(=O)c1ccc([N+](=O)[O-])cc1)c1ccc(NC(=O)c2ccco2)cc1 | 9 | -1 | 16 | -0.7 | -2 | 9 | -7 | 8 | 11
COc1ccc(NC(=O)c2cc3c(Cl)nc4ccccc4c3s2)cc1OC | 7 | 1 | 0 | 7.4 | -3 | 3 | 6 | 19 | 8
CC(=O)Nc1cccc(C(=O)Nc2ccc(S(=O)(=O)NC3=NCCCCC3)cc2)c1 | -13 | 0 | 27 | -2.4 | -3 | -2 | 1 | 13 | -22
COc1ccc(N2C(=O)CC(NNC(=O)c3cccnc3)C2=O)cc1 (stereo not given) | -5 | 1 | 11 | 0.5 | -3 | 16 | 1 | 10 | 0
O=C(NCc1ccco1)c1nn(-c2ccccc2)c(=O)c2ccccc12 | 25 | -1 | -9 | 2.3 | -2 | 8 | -4 | 8 | 27
CC(=O)c1ccc(S(=O)(=O)N2CCNC(=O)C2)cc1 | -5 | -3 | 5 | -0.8 | -2 | -6 | 0 | 5 | -2

Next entries follow.
SMILES | tim23-1 inh | APJ agonist | APJ antagonist | MPTP inh | beta cell repl | TIM10 inh | GRIN3A LBD mod | NALP3 yeast inh | tim10-1 inh
CCn1c(SCC(=O)NC2CCCC2)nnc1-c1ccoc1C | 7 | -1 | 5 | -1.1 | 0 | 3 | 1 | 6 | 8
CCCCN(C(=O)c1cc2c(s1)CCCCC2)c1c(N)n(CC(C)C)c(=O)[nH]c1=O | 8 | 7 | 12 | -1.3 | 2 | 7 | 2 | 10 | -4
CC(C)(C)C(=O)N1CCN(c2ccc([N+](=O)[O-])cc2Cl)CC1 | -13 | 3 | 0 | -0.7 | 1 | 6 | 0 | 31 | -14
COC(=O)CSc1nccc(-c2cccs2)n1 | 12 | -6 | -21 | -1.6 | -3 | -11 | 0 | -3 | 0
CC(C)(C)c1ccc(NC(=O)COC(=O)C2CCCC2)cc1 | 32 | -2 | 8 | -0.2 | -1 | 17 | 1 | 5 | 18
Cc1noc(C)c1COc1cccc(C(=O)Oc2ccc3c(c2)OCO3)c1 | 4 | 2 | -5 | 0.0 | -3 | 6 | 2 | 5 | 15
CCCc1ccc(OCC(=O)O)cc1 | -10 | -3 | -12 | -0.9 | -2 | -19 | 1 | -5 | -23
O=c1c(Cl)c(N/N=C/c2ccc(Cl)cc2)cnn1-c1ccccc1 | 15 | 1 | -2 | 18 | -5 | 46* | 16* | 28 | 47*
Cc1nc(-c2ccc3c(c2)OCO3)cs1 | 8 | 0 | -10 | -1.3 | 0 | -1 | 2 | 16 | -8
COc1nc(-c2cccs2)cc(-c2ccc(C)cc2)c1C#N | -1 | 0 | 9 | 1.8 | -4 | -9 | 0 | 0 | 29
O=C(CSc1nc2c(c(C(F)(F)F)n1)CCc1ccccc1-2)NCc1ccco1 | 7 | -1 | -18 | 2.3 | -4 | 4 | -31 | 19 | 8
CCOc1cc(/C=N\NC(=O)Cn2nc([N+](=O)[O-])cc2C)ccc1OCc1cccc2ccccc12 | 20 | 2 | 5 | 2.2 | -5 | 19 | -4 | 21 | 10
COc1ccc(-c2csc3ncnc(N4CCN(c5ccccc5Cl)CC4)c23)cc1 | 18 | -1 | 0 | 2.1 | -7 | 1 | 4 | 27 | 16
CCc1nnc(NC(=O)c2ccc(S(=O)(=O)N(C)c3ccccc3)cc2)o1 | 7 | -3 | 14 | 0.8 | -5 | 16 | -4 | -5 | 11
